Assay outcomes as filed in PubChem.
AMA1 RON2 block: qHTS for Inhibitors of AMA1-RON; Towards Development of Antimalarial Drug Lead: Primary Screen; Plasmodium falciparum AMA1 (3D7) - RON2 peptide interaction; AlphaScreen AMA1-biotinylated RON2 peptide binding; Potency, µM (titrated, usually from 58.2 µM), inactives show at the highest dose activity change, negative = inhibition, actives largely listed as inhibitors; 0.2% of 360,000 active; AID 720542, 2013;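 also: potency is read from the fitted curve at half-maximal effect; 0% = vehicle wells and -100% = peptide control; nearly all actives have a fitted effect of over 45% in size; some results filed as inactive show a strong effect at the top dose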
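AMA1 (3D7) with his tag at 25 nM final met compounds first, then biotinylated RON2 peptide at 25 nM; detection used donor plus acceptor beads, 10 µg/mL apiece, read by AlphaScreen after 30 min at room temperature.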
FBPA Giardia inh: qHTS Assay for Inhibitors of Fructose-1,6-bisphosphate Aldolase from Giardia Lamblia. A8B2U2. purified Giardia FBPA. Potency, µM (doses to about 59.6 µM), for inactives: at the highest dose activity, negative = inhibition, most hits filed as inhibitors. 0.71% of 290,000 active. AID 2451, 2010; also: potency is read from the fitted curve at half-maximal effect; nearly all actives have a fitted effect of over 55% in size
Target sequence (A8B2U2 whole entry, looked up): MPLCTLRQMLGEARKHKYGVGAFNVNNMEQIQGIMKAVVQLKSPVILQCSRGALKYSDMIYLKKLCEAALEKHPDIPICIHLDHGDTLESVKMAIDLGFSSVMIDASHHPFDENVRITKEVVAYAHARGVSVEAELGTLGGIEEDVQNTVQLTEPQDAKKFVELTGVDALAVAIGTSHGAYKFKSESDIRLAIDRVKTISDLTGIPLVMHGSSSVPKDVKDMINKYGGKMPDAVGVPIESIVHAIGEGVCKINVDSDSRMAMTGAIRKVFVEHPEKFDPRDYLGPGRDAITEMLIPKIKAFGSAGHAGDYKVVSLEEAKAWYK
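40 nM FBPA preincubated 10 min at RT with compound (up to 57.5 uM final), then substrate plus GAPDH/TPI/NAD/arsenate coupling and diaphorase/resazurin added. Fluorescence read after 20 min at RT, 525/598 nm.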
HCMV inh: qHTS Assay for inhibitors of the human cytomegalovirus (HCMV). activity change, negative = inhibition, % at 57.5 µM. 4.5% of 410,000 active. HFF cells, HCMV-luciferase reporter, 72 h; hits give low values; in the data active = activity change below about -60%; inconclusive = no clear call, values can overlap the other calls; inactive = above about -39%
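Inhibition of viral replication was scored as loss of reporter luminescence in HFFs infected with HCMV-luciferase (MOI 1 PFU/cell) for 72 h; compounds tested at 2 doses, normalized to buffer and Salinomycin controls.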
Sm TGR block: qHTS Assay for the Inhibitors of Schistosoma Mansoni Peroxiredoxins; AID 485364, 2010; Schistosoma mansoni thioredoxin glutathione reductase (TGR), Q962Y6; Potency, µM (series often up to 114 µM), for the others: at the top dose activity change, negative = inhibition, hits mostly inhibitors; 3% of 360,000 active; purified TGR, DTNB reduction, TNB absorbance 405 nm; also: potency is read from the fitted curve at half-maximal effect; nearly all actives have a fitted effect of over 60% in size
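First, TGR (20 nM dispensed) and NADPH were mixed with compound. Second, a 15 min room-temperature incubation followed. Third, further NADPH and then DTNB were added to start the reaction. Finally, TNB absorbance was monitored kinetically.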
AmpC no deterg: qHTS Inhibitors of AmpC Beta-Lactamase (assay without detergent); Potency, µM (top dose mostly 57.1 µM), inactives show at the top dose activity change, negative = inhibition, usual class: inhibitors; P00811; AmpC nitrocefin hydrolysis, absorbance 480 nm, 0.0001% Triton; AID 485341, 2010; 0.52% of 330,000 active;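 also: potency is read from the fitted curve at half-maximal effect; plate controls were no compound for no effect and no enzyme for full effect; nearly all actives have a fitted effect of over 20% in size; some results filed as inactive show a strong effect at the top dose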
Target sequence (P00811 whole entry, looked up): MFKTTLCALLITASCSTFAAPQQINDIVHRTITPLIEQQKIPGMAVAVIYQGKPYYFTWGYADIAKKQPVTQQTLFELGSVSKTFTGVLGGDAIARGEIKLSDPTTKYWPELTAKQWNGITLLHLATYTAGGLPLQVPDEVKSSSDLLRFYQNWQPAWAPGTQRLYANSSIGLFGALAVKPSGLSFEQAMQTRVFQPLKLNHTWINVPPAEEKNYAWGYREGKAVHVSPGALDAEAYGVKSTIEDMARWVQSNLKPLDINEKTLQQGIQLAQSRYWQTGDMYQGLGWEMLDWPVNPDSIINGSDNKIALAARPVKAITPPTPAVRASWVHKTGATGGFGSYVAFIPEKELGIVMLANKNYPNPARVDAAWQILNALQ
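20 mM phosphate pH 7.0 + 0.01% (detergent screen) or 0.0001% Triton X-100; 5.3 nM AmpC reagent; cpd preinc 15 min RT; nitrocefin (800 uM stock) to start; A480 q20 s × 4 min; Activity was normalised to no-enzyme and no-compound control wells.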
AmpC detergent: qHTS Inhibitors of AmpC Beta-Lactamase (assay with detergent). P00811. AmpC hydrolysis of nitrocefin, absorbance 480 nm, 0.01% Triton. Potency, µM (doses to about 114 µM), without a hit: at the top dose activity change, negative = inhibition, actives largely listed as inhibitors. 0.041% of 370,000 active. AID 485294, 2010;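 also: potency is read from the fitted curve at half-maximal effect; 0% = no-compound wells and -100% = no-enzyme wells; nearly all actives have a fitted effect of over 25% in size; some results filed as inactive show a strong effect at the top dose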
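20 mM phosphate pH 7.0 + 0.01% (detergent screen) or 0.0001% Triton X-100; 5.3 nM AmpC reagent; cpd preinc 15 min RT; nitrocefin (800 uM stock) to start; A480 q20 s × 4 min; Activity was normalised to no-enzyme and no-compound control wells.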
* hit, by the source's call; ? = inconclusive; nt = not tested or not shown; & = joins results of further samples; [ ] = remark or other dose. Unless noted, calls follow the shape of the dose curve; as a rule, active = well fitted curve in the direction sought with a large enough effect; inconclusive = small, poorly fitted or top-dose-only effect, or another doubt; inactive = no such curve, though single readings can be large; an effect the other way counts as inactive or inconclusive. Unless noted, % is scaled to controls: 0 for no effect and ±100 for the full control effect. No enrichment for hits; about 7.8% have a hit in one of these screens.

Each structure is followed by: AMA1 RON2 block, FBPA Giardia inh, HCMV inh, Sm TGR block, AmpC no deterg, AmpC detergent
#1 CCN(CC(=O)Nc1ccc(C(C)=O)cc1)CC(=O)Nc1cccc(OC)c1
    40.1%[activator], -0.1%, 0.9, 20.2%, 6.4%, 2.2%
#2 O=C(Cn1cnc2onc(-c3ccc(F)cc3)c2c1=O)Nc1cccc(C(F)(F)F)c1
    nt, nt, -16.5, -5.5%, nt, 0.1%
#3 CCN(CC)C(=O)/C(=C\c1ccc(Br)cc1)NC(=O)c1ccccc1OC
    0.0%, 3.7%, 12.4, -0.2%, 82.5%[activator], 0.9%
#4 COc1ccc(NC(=O)Nc2cccc([N+](=O)[O-])c2)cc1Cl
    -6.8%, -11.4%, -100.0*, -2.1%, -25.0%, -12.4%
#5 CC1(C)CCC(=O)N(c2ccccc2)C1=O
    -17.5%, 0.9%, -16.0, 4.9%, -21.4%, -9.6%
#6 COc1ccc(CCNC(=O)c2c(C)oc3ncnc(N4CCOCC4)c23)c(OC)c1
    nt, nt, -2.0, 5.6%, nt, 2.0%
#7 O=C(c1ccco1)N1CCN(C(=O)N2CCOCC2)CC1
    0.8%, 6.1%, 7.5, 6.6%, -11.9%, -5.2%
#8 O=C(c1ccccn1)N1CCN(S(=O)(=O)c2cccc(Br)c2)CC1
    -3.5%[11.6 µM], nt, 78.5, 5.3%, -1.7%, 2.5%
#9 CN(C)c1ccc(C(=S)N2CCN(S(=O)(=O)c3ccccc3)CC2)cc1
    -18.7%, 8.2%, ?, -9.4%, -38.7%, -7.9%
#10 CCOC(=O)c1cnc(SCC(=O)c2ccccc2)nc1N
    -5.2%, -6.5%, 60.5, -8.1%, -41.2%, -12.5%
#11 COc1cc(CCCN2C(N)=NC[C@@H]2Cc2ccc(O)cc2)cc(OC)c1OC
    1.8%, -6.5%, -4.5, 4.0%, -23.7%, 6.3%
#12 Cc1ccc(C)c(OC(C)C(=O)Nc2ccc(S(=O)(=O)Nc3nccs3)cc2)c1 (stereo unspecified)
    -14.0%, 11.3%, -34.0, 4.8%, -27.4%, 5.5%
#13 O=C(Nc1cccc(C(F)(F)F)c1)c1cnccn1
    18.4%, -2.0%, ?, -1.6%, 0.0%, 8.4%
#14 COc1ccccc1C1CC(c2ccco2)=NN1S(C)(=O)=O (stereo unspecified)
    -4.2%, -2.3%, -2.6, ?, -19.6%, -6.1%
#15 CCOc1ccc(CNC(=O)CCC(=O)N2Cc3ccccc3Oc3ncccc32)cc1
    -9.8%, nt, 0.0&7.0, -0.3%&-1.8%, 58.4%, -1.1%&5.1%
#16 COc1ccc(CCNS(=O)(=O)c2ccc3c(c2)oc(=O)n3C)cc1OC
    -3.9%, 0.6%, 22.4, 5.3%, -5.5%, -0.9%
#17 Cc1ccc(S(=O)(=O)NCC2CCC(C(=O)N3CCC4(CC3)OCCO4)CC2)cc1 (stereo unspecified)
    3.6%, 2.7%, 22.3, 5.5%, 29.3%, -1.9%
#18 Cn1c2ccccc2c(=O)n2c(=O)c3ccccc3cc12
    nt, ?, nt, 0.0%, -29.5%, 0.8%
#19 Cc1ccc(NC(=O)COC(=O)CCC(=O)c2ccc(Cl)cc2)cc1S(=O)(=O)N(C)C
    -1.1%, 2.2%, -5.1, 2.2%, -2.5%, -1.6%
#20 Cc1cc(C)cc(N(C(=O)CNC(=O)c2ccco2)C(C(=O)NC2CCCC2)c2ccncc2)c1 (stereo unspecified)
    1.8%, -2.2%, -67.4*, 17.9%, 48.8%, -2.3%

Among those listed so far, 2 contain two or more sulfur atoms.
Each structure is followed by: AMA1 RON2 block, FBPA Giardia inh, HCMV inh, Sm TGR block, AmpC no deterg, AmpC detergent
#9 CN(C)c1ccc(C(=S)N2CCN(S(=O)(=O)c3ccccc3)CC2)cc1
    -18.7%, 8.2%, ?, -9.4%, -38.7%, -7.9%
#12 Cc1ccc(C)c(OC(C)C(=O)Nc2ccc(S(=O)(=O)Nc3nccs3)cc2)c1 (stereo unspecified)
    -14.0%, 11.3%, -34.0, 4.8%, -27.4%, 5.5%

(next part)
Each structure is followed by: AMA1 RON2 block, FBPA Giardia inh, HCMV inh, Sm TGR block, AmpC no deterg, AmpC detergent
#21 O=S(=O)(c1ccc2nc(NCc3ccccc3Cl)ccc2c1)N1CCCCC1
    nt, nt, -22.2, 5.6%, nt, -1.1%
#22 CCC(=O)Nc1ccc(/C(C)=N/NC(=O)c2c(Br)c(C)nn2C)cc1
    -5.5%, 3.9%, -8.8, 2.3%, 4.6%, -11.5%
#23 CC(NC(=O)OC(C)(C)C)C(=O)NC(CCC(=O)OCc1ccccc1)C(N)=O (stereo unspecified)
    -10.2%, 5.3%, -36.8, -0.7%, 20.3%, ?
#24 COc1ccc(-c2noc(CSc3nc(N)c(-c4ccccc4)c(=O)[nH]3)n2)cc1OC
    12.7%, -3.2%, -13.6, 4.8%, -2.9%, 3.7%
#25 O=C(COc1cc(Cl)c(Cl)cc1Cl)Nn1cnnc1
    -1.0%, 9.6%, -5.4, 1.5%, -19.8%, -14.8%
#26 COc1ccc(C(=O)Nc2ccccc2N2CCCC2)cc1S(=O)(=O)N1CCOCC1
    1.4%, nt, -18.4, -14.6%, 60.7%[activator], 0.0%
#27 Cc1nn(CCC#N)c(NC(=O)c2ccc(Cl)cc2)c1P(=O)(Nc1ccc([N+](=O)[O-])cc1)N1CCOCC1 (stereo unspecified)
    -9.2%, -0.3%, 31.7, -14.6%, -3.1%, -0.7%
#28 NS(=O)(=O)c1ccc(NC(=O)C2C3C=CC(C3)C2C(=O)O)cc1 (stereo unspecified)
    -15.8%, 1.1%, -9.3, 10.0%, -9.8%, 5.9%
#29 CCOc1ccc(NC(=O)CN2C(=O)C3CCCN3C2=O)cc1 (stereo unspecified)
    21.1%, 0.5%, 60.8, -11.1%, -2.6%, ?
#30 CC(=NCCCN1CCOCC1)c1c(O)[nH]c(=O)[nH]c1=O
    15.3%, 0.5%, -8.0, 0.0%, -13.5%, -5.0%
#31 O=C(Nc1ccc(Cl)cc1)[C@@H]1[C@@H]2C(=O)N(c3ccc4ccccc4c3)C(=O)[C@@H]2[C@H]2C=CC=NN21
    5.7%, -18.8%, -5.1, ?, -29.8%, 2.9%
#32 Cc1cccc(C(=O)NCC(=O)OCc2nc(N)nc(Nc3ccccc3C)n2)c1
    4.5%, nt, 136.6, nt, -8.2%, nt
#33 COc1cccc(Cn2cccc(NC(=O)NC3CCCCC3)c2=O)c1
    -11.6%, -29.3%, -7.0, -28.3%, -19.4%, 11.7%
#34 CC(=O)N1CCc2cc(C(=O)CN3CCN(c4ccccn4)CC3)ccc21
    -3.8%, -19.7%, 6.4, 35.5µM*, 10.5%, 12.1%
#35 O=C1c2ccccc2C(=O)C1(O)O
    nt, nt, nt, -25.0%, -29.4%, -0.2%
#36 Cc1ccc(CN2CCN(CCC(C)C)C(CCO)C2)s1 (stereo unspecified)
    -8.8%, 3.6%, -29.8, -7.0%, -3.1%, -3.0%
#37 Cc1ccc(C(C(=O)NC2CCCC2)N(Cc2cccs2)C(=O)CNC(=O)c2cccs2)o1 (stereo unspecified)
    6.1%, -1.2%, -19.8, 9.5%, -11.5%, -3.9%
#38 C/C(=C\C(=O)c1ccc(Cl)s1)N(C)C
    2.5%, -0.9%, -26.2, 22.4%, -13.9%, 4.3%
#39 Cc1cccc(N(CC(=O)NCCc2ccccc2)S(=O)(=O)c2ccccc2)c1C
    nt, nt, -10.3, 0.6%, nt, 11.4%
#40 Cc1cccc2sc(N(CCCN(C)C)C(=O)c3ccc(C(=O)c4ccccc4)cc3)nc12
    ?, nt, -72.2*, -2.2%, 178.2%[activator], 5.4%
#41 COc1cc(C(C(=O)NC2CCCCC2)N(C(=O)c2cnccn2)c2ccccc2)cc(OC)c1OC (stereo unspecified)
    -10.6%, 17.3%, -33.3, -9.8%, 97.8%[activator], -1.1%
#42 COc1cccc(N2CCN(C(=O)c3cnn(-c4ccccc4Cl)c3C3CCN(C(=O)OC(C)(C)C)CC3)CC2)c1
    nt, nt, 9.2, -3.4%, nt, 22.9%
#43 CCCC(=O)c1ccc(N2CCN(C(=O)OCC)CC2)c(F)c1
    2.9%, 6.5%, 58.8, 8.4%, 1.3%, -2.8%
#44 C=C(C)CNc1cc(S(=O)(=O)N2CCOCC2)ccc1Oc1ccccc1
    -3.6%, nt, -37.5, 35.4%, 0.1%, -13.4%
#45 Cc1nc2ccccc2n2c(O)c(CC(=O)O)cc12
    -1.4%, -3.9%, 18.4, 35.5µM*, -20.1%, 0.6%
#46 Cc1cccc(N2CCN(C(=O)c3ccc4c(c3)CCN4S(C)(=O)=O)CC2)c1C
    -4.7%, nt, ?, -17.3%, 151.8%[activator], 4.7%
#47 CCCCn1c(N)c(N(CC)C(=O)C2CCN(C(=O)c3ccccc3C)CC2)c(=O)[nH]c1=O
    -3.4%, nt, -19.1, -1.1%, -5.5%, 0.2%
#48 CCOc1cc(C2c3c(n[nH]c3C)C(=O)N2c2ccc(C)cc2)ccc1O (stereo unspecified)
    -10.5%, 2.0%, -80.9*, 17.8µM*, ?, -10.2%
#49 CC(=O)c1cc(C(=O)Nc2ccc(C(=O)O)cc2)oc1C
    13.6%, 0.6%, -6.7, 7.8%, -15.3%, -0.6%
#50 COc1ccc(S(=O)(=O)N(C)CC(=O)NC2CCCC2)cc1Cl
    2.3%, -0.8%, 20.7, 4.5%, -0.4%, 1.4%
#51 O=C(Nc1nnc(C2CC2)s1)c1ccco1
    1.0%, 3.6%, 55.5, -4.0%, -17.4%, -3.1%
#52 CC(Oc1ccc(F)cc1)c1ccnc2nc(/N=C/N(C)C)nn12 (stereo unspecified)
    -5.4%, 0.2%, -25.7, 3.7%, -4.7%, 8.2%
#53 COc1cccc(/C=N/NC(=O)N/N=C/c2cccc(OC)c2O)c1O
    103.7%[activator], 0.7%, -13.0, -4.7%, -46.5%, -12.8%
#54 Cc1cc(C)c([N+](=O)[O-])cc1NCC(=O)N1CCN(c2ccccc2)CC1
    -1.0%, -6.4%, ?, 1.0%, -6.8%, 2.0%
#55 COc1cc(C(c2c(C)[nH][nH]c2=O)c2c(C)[nH][nH]c2=O)ccc1OS(=O)(=O)c1ccc(C)cc1
    19.5%, -20.0%, -7.6, 0.8%, -20.4%, -1.4%
#56 C[C@H]1O[C@@H](n2cc(F)c(=O)[nH]c2=O)[C@H](O)[C@@H]1O
    -1.4%, 2.2%, 97.9, 0.0%, -13.1%, -10.2%
#57 NNC(=O)c1sccc1OCc1ccc(Cl)cc1Cl
    34.7%[activator], -6.5%, ?, 4.6%, -23.6%, ?
